Rev-RRE block – HIV-1 Rev-RRE binding inhibitors, primary screen, biochemical, FRET, protein-RNA interaction. hit rate 0.79% among 97,000. inhibition, % at 8 µM. Rev peptide-RRE RNA binding. AID 704, 2007. P05866;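 active = inhibition above the screen-wide mean plus 3 SD, cut at about 35% in these data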;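 also: 0% = median DMSO wells and 100% = median Neomycin B control wells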
Target sequence (P05866 whole entry, looked up): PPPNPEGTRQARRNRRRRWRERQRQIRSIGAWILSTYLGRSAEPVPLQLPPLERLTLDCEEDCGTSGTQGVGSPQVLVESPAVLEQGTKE
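Material: labelled RRE RNA duplex and labelled Rev peptide / Buffer or medium: HEPES pH 7.5 salt buffer with EDTA / Compound dosing: single point, 8 µM final nominal compound concentration / Benchmarks: DMSO low control, neomycin B high control / Timing: 5 min preincubation and 15 min binding, 25 °C / Technique: FRET fluorescence readout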
S1P2 blocker – human S1P2 receptor antagonists, primary screen, cell-based | inhibition, % at 5 µM | cell-based S1P2 antagonist assay, inhibition at 5 uM | hit rate 0.21% among 97,000 | Sphingosine 1-phosphate receptor 2 (Homo sapiens), O95136; in the data active = inhibition above about 45%;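 also: CRE beta-lactamase reporter cells expressing human S1P2 stimulated with S1P; 0% = agonist at EC80 alone and 100% = agonist plus reference antagonist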
Target sequence (O95136 whole entry, looked up): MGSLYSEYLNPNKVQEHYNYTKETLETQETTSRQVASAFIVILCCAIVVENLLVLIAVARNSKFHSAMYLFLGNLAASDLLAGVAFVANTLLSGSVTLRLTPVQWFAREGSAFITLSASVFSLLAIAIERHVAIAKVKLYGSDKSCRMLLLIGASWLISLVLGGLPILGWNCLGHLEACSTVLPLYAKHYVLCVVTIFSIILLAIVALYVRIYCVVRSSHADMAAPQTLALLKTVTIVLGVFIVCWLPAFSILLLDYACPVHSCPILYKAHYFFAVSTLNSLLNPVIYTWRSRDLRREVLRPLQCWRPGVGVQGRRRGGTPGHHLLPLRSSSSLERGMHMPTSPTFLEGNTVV
PostGolgi yeast – phenotypic screen on post-Golgi transport, primary screen; post-Golgi transport phenotypic cell assay; inhibition, % at 10 µM; hit rate 0.9% among 98,000; AID 739, 2007;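 also: yeast cells grown in 1536-well plates; yeast grown about 18 h at 30C before absorbance read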
PTPN22 act – LYP phosphatase activators, primary screen, biochemical, DiFMUP fluorescence, 2 µM | Tyrosine-protein phosphatase non-receptor type 22 (Homo sapiens), Q9Y2R2 | recombinant LYP; 0 = plate median, 100 = signal doubled | activation, % at 2 µM | hit rate 0.11% among 96,000;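 active = activation at 2 µM above a set limit, the mean plus 5 SD, cut at about 37% in these data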
PTPN22 inh 2 – PTPN22 phosphatase inhibitors, primary screen, biochemical, DiFMUP fluorescence, 2 µM; Tyrosine-protein phosphatase non-receptor type 22 (Homo sapiens), Q9Y2R2; recombinant LYP catalytic domain; inhibition, % at 2 µM; hit rate 0.21% among 96,000; AID 640, 2007;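 active = inhibition at 2 µM at or above a set limit, the screen mean plus 3 SD, cut at about 24% in these data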;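 also: 0% = DMSO with enzyme and 100% = enzyme fully blocked by orthovanadate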
FAK blocker – FAK kinase inhibitors, primary screen, biochemical; biochemical FAK kinase activity assay; AID 727, 2007; Focal adhesion kinase 1 (Homo sapiens), Q05397; inhibition, %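 (tested at 7 µM)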; hit rate 0.84% among 97,000; in the data active = inhibition above about 19%;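 also: 0% = DMSO and 100% = reference compound high control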
EphB4 ephrin blk – EphB4-ephrin-B2 interaction antagonists, primary screen, biochemical, TNYL-RAW peptide probe, fluorescence polarization. Ephrin type-B receptor 4 (Homo sapiens), P54760. EphB4 LBD / TNYL-RAW-Alexa532 peptide. inhibition, % at 7 µM. hit rate 0.15% among 97,000. AID 720, 2007;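 active = inhibition above the screen-wide mean inhibition plus 3 SD, cut at about 15% in these data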;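 also: 0% = DMSO wells and 100% = excess unlabeled TNYL-RAW peptide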
PostGolgi ctrl – growth inhibition of yeast control strain, primary screen, counter-screen for post-Golgi transport modulator project; hit rate 5% among 98,000; efflux-deficient yeast background strain, growth absorbance A615, 16 h; inhibition, % at 10 µM
S1P2 ag – S1P2 receptor agonists, primary screen, cell-based; Sphingosine 1-phosphate receptor 2 (Homo sapiens), O95136; S1P2-expressing cell line, agonist reporter read-out; activation, % at 4.5 µM; hit rate 0.46% among 97,000; AID 729, 2007; in the data active = activation above about 16%;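 also: 0% = vehicle low control and 100% = maximal reference agonist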
Starred values were filed as active, the others as inactive; . = not tested or not shown. Rule as the data show it, unless noted: active = inhibition above about 30%; inactive = the rest. Random draw from the library; overall some 7% were active at least once.

Molecule	Rev-RRE block	S1P2 blocker	PostGolgi yeast	PTPN22 act	PTPN22 inh 2	FAK blocker	EphB4 ephrin blk	PostGolgi ctrl	S1P2 ag
COc1ccc(/C(N)=N/OC(=O)c2ccc(C)c([N+](=O)[O-])c2)cc1	7	7	-4	-2	4	0	1	11	-7
Cc1cccc(C)c1NC(=O)CSc1nnc(-c2ccccc2)n1Cc1ccc2c(c1)OCO2	6	13	14	2	0	0	-4	-6	-4
Fc1ccc(F)c(CN2CCN(c3ncccn3)CC2)c1	2	-2	-6	8	-3	1	-3	7	-4
CC1SC(=NC(=O)c2ccco2)NC1=O (stereo not drawn)	6	16	11	15	-16	-4	-5	7	-11
O=C(CSc1nnc(-c2c[nH]c3ccccc23)o1)N1CCCCC1	7	6	3	-3	1	-3	0	3	-8
CCn1cc(Br)c(C(=O)Nc2ccc(OC)cc2)n1	-2	-19	-5	-4	3	0	-2	-3	-6
O=C1CCC(=O)N1OCCCOc1ccccc1	-5	2	0	-9	8	2	0	2	-3
O=C(NNC(=O)c1cnccn1)c1cccc([N+](=O)[O-])c1	6	-9	.	4	-4	-1	5	.	-4
Cc1ccc(OCc2nnc(SCCN3CCOCC3)n2C)cc1	5	19	-7	0	-2	8	4	-12	-4
O=C(c1cccc(S(=O)(=O)N2CCCC2)c1)c1nnc(-c2ccncc2)o1	1	-14	-6	-11	7	-5	2	0	-2
CC(=O)c1c(C)[nH]c(C(=O)COc2ccc(C#N)cc2)c1C	4	8	3	2	0	-2	-3	32*	-7
Cc1ccc(Cc2cnc(N)s2)o1	5	-18	21	0	0	5	-5	0	-6
C=CCNC(=O)c1cc(Cl)ccc1Cl	4	9	-2	-2	4	3	3	4	-8
CC1(C)NC(=O)N(CC(O)CN(Cc2ccccc2)Cc2ccccc2)C1=O (stereo not drawn)	6	19	-4	3	3	-9	-1	10	-4
O=C(Nc1cccc2nsnc12)c1ccc2c(c1)OCO2	4	20	2	-1	3	-2	2	4	-2
Cc1cccc(N2C(=O)CC(Sc3nnc(C)s3)C2=O)c1 (stereo not drawn)	3	2	.	3	-4	0	3	.	-4
C=CCn1c(SCn2nnc3ccccc3c2=O)nnc1-c1ccc(Cl)cc1	12	-16	1	-2	2	1	-3	24	-5
CCc1ccc2nc(NC(=O)c3ccc4c(=O)[nH]c(CN5CCOCC5)nc4c3)sc2c1	9	20	-3	-28	28*	18	-2	4	-6
O=c1ccc(Cc2ccccn2)n[nH]1	6	-1	10	-6	6	-1	2	-1	-3
COc1ccc(C(=O)/C=C/Nc2ccc(NC(C)=O)cc2)cc1OC	2	21	6	-3	7	2	-7	-6	-3

Laid out differently: results already given.
Fields – Rev-RRE block | S1P2 blocker | PostGolgi yeast | PTPN22 act | PTPN22 inh 2 | FAK blocker | EphB4 ephrin blk | PostGolgi ctrl | S1P2 ag
> O=C(CSc1nnc(-c2c[nH]c3ccccc23)o1)N1CCCCC1
→ 7 | 6 | 3 | -3 | 1 | -3 | 0 | 3 | -8
> CCn1cc(Br)c(C(=O)Nc2ccc(OC)cc2)n1
→ -2 | -19 | -5 | -4 | 3 | 0 | -2 | -3 | -6

Structures above shown as hits in PTPN22 inh 2.
SMILES	Rev-RRE block	S1P2 blocker	PostGolgi yeast	PTPN22 act	PTPN22 inh 2	FAK blocker	EphB4 ephrin blk	S1P2 ag
CCc1ccc2nc(NC(=O)c3ccc4c(=O)[nH]c(CN5CCOCC5)nc4c3)sc2c1	9	20	-3	-28	28*	18	-2	-6

New compounds follow.
Molecule	Rev-RRE block	S1P2 blocker	PostGolgi yeast	PTPN22 act	PTPN22 inh 2	FAK blocker	EphB4 ephrin blk	PostGolgi ctrl	S1P2 ag
Cc1ccc(-n2ncc(C(=O)NCc3ccc4c(c3)OCO4)c2NC(=O)c2ccco2)cc1C	9	-31	3	11	-13	4	-8	-4	1
Cc1nn(-c2ccc(C(=O)O)cc2)c(N)c1-c1ccccc1	3	12	4	8	-9	-3	-3	9	1
O=C1CC(N2CCN(c3nc4ccccc4s3)CC2)C(=O)N1Cc1cccs1 (stereo not drawn)	7	4	93*	2	-4	1	-12	102*	1
CC(Oc1ccccc1)C(=O)NC1CC(C)(C)NC(C)(C)C1 (stereo not drawn)	5	15	8	0	0	-4	1	1	-1
CCC1Oc2ccc(C)cc2N(Cc2cccc(C)c2)C1=O (stereo not drawn)	14	10	-1	-2	0	10	4	14	-2
CCOC(=O)c1sc2nc(CC(=O)OC)nc(NCc3ccc(Cl)cc3)c2c1C	10	9	-7	-13	13	3	4	13	-2
CCC1CCCCN1C(=O)c1nn2cccnc2c1Cl (stereo not drawn)	1	4	-5	-9	8	-3	3	0	-1
Cc1ccc(C(=O)NC2(C(F)(F)F)N=C3SCCN3C2=O)cc1 (stereo not drawn)	11	-6	-2	-1	3	-3	2	7	-4
CCOC(=O)c1cnc(SCc2nc(N)nc(Nc3ccccc3)n2)nc1N	0	-16	1	-5	5	-1	5	8	3
O=C(CC1(O)C(=O)Nc2ccc(Br)cc21)c1ccc2c(c1)OCO2 (stereo not drawn)	2	14	-5	-4	2	0	-4	16	-5
CCOc1cccc(C(=O)Nc2cccnc2)c1	5	5	31*	-8	6	-1	-3	-4	-4
COc1cc(-c2nc(-c3ccccc3)c(-c3cccs3)[nH]2)cc(OC)c1OC	0	-10	-5	-2	1	4	15	6	-1
C=CCSc1ncc(C#N)c(N)n1	7	12	.	0	6	4	4	.	-5
COC(=O)C1=C(N)Oc2cc(C)n(Cc3ccco3)c(=O)c2C1c1cccc(Cl)c1 (stereo not drawn)	8	-16	-3	-3	0	13	3	25	-7
Cc1ccc(-c2cc(C(F)F)n3ncc(C(=O)N4CCN(c5ccccn5)CC4)c3n2)cc1	3	29	10	-6	5	0	-3	28	-6
COc1ccc(C2/C(=C(\O)c3ccc4c(c3)OCCO4)C(=O)C(=O)N2Cc2ccco2)c(OC)c1 (stereo not drawn)	-1	-2	.	9	-10	-1	-4	.	-3
CCOC(=O)Cn1nc(/C=C/c2ccccc2)ccc1=O	0	-3	0	-1	4	0	3	19	-10
CC(=O)Nc1ccc(N(C(=O)c2cnccn2)C(C(=O)NC2CCCCC2)c2ccc(O)cc2)cc1 (stereo not drawn)	2	-12	8	2	-4	1	6	2	-7
CC(C)C(=O)N(c1ccc2oc(=O)sc2c1)S(=O)(=O)c1cccs1	-2	-7	-4	-8	6	-8	-1	19	2
N#CCCN(C(=O)CN1C(=O)NC2(CCCC2)C1=O)c1ccccc1F	8	5	-4	-7	8	-1	1	-2	-3
Cc1cc(Cl)ccc1OCC(=O)OC(C)C(=O)NC(N)=O (stereo not drawn)	-1	12	-6	-2	0	-2	-9	1	-3
CCOC(=O)CC(=O)CSc1nc2ccccc2c(=O)n1-c1ccc(C(=O)N2CCOCC2)cc1	6	-9	3	2	-4	-1	4	2	-2
O=C1CCC/C1=C/Nc1ccc2c(c1)OCO2	4	18	-4	0	4	6	-5	5	-6
Cc1nc(NC(=O)CSc2nnnn2C)sc1C	9	-4	.	0	-2	-1	2	.	-4
C=CCOC(=O)C1=C(C)Nc2[nH]c(=O)[nH]c(=O)c2C1c1cccc(OC)c1 (stereo not drawn)	6	-22	.	7	-8	2	-3	.	-1
CC(C)CCNC(=O)c1ccc(CSCc2cccc(F)c2)o1	25	-7	4	-6	6	1	3	12	-5
O=C(O)CCc1ccc(-c2cccs2)n1CC1CCCO1 (stereo not drawn)	8	-7	12	4	-6	0	0	7	-3
COc1ccc(C2(CNC(=O)c3ccco3)CCOCC2)cc1	-2	3	3	6	-6	-2	5	0	-3
CC(C)N(c1ccccc1)c1ncnc(NCCC(=O)O)c1[N+](=O)[O-]	5	16	8	10	-9	-2	-4	6	-5
O=C(NC1CCCC1)c1ccc(S(=O)(=O)N2CCCC2)cc1	10	8	1	-2	-2	2	6	0	-3
CC(C)c1nc(SCC(=O)Nc2ccc3c(c2)OCO3)n[nH]1	8	-3	1	-7	8	-1	-1	0	-2
CC1=C(C(=O)OCC2CCCO2)C(c2cccc(C(F)(F)F)c2)C2=C(CC(c3ccco3)CC2=O)N1 (stereo not drawn)	11	-20	3	-3	1	1	0	-5	1
COc1cc(C2C(C#N)=C(N)OC3=C2C(=O)CCC3)cc(OC)c1OC(=O)N1CCOCC1 (stereo not drawn)	3	7	9	-2	1	-3	2	4	-3
CCOC(=O)N1CCN(S(=O)(=O)c2ccc3c(c2)CCN3C(=O)CC)CC1	-3	-44	-9	-7	10	-2	2	-5	-7
O=C(Nc1ccccc1N1CCOCC1)c1ccccc1NS(=O)(=O)c1ccc(F)c(F)c1	1	-18	4	6	-8	-5	4	15	-3
COC(=O)c1oc2ccc(Cl)cc2c1-n1cccc1	6	-6	-8	0	3	-3	3	22	-7
c1ccn(-c2ccc(N3CCOCC3)cc2)c1	4	2	-13	6	-3	-11	0	0	-6
O=C(NCCSCc1ccco1)Nc1cccc(Cl)c1	2	-4	-10	-16	14	1	-1	13	-2
CCOC(=O)CSc1nc(-c2ccncc2)ccc1C#N	11	7	-8	-3	0	10	8	2	0
Cn1c(NC(=O)c2ccccc2F)cc(=O)n(C)c1=O	6	-1	7	7	-10	-1	5	4	-1
CCc1nc(NC(C)C)c2oc3ccccc3c2n1	-1	-28	-1	9	-12	8	-6	9	-4
COc1ccc(C(=O)NC2CCCCC2)cc1S(=O)(=O)N1CCCC1	1	0	-11	-9	7	2	-2	4	-9
O=C(CCC(=O)c1ccc(Oc2ccccc2)cc1)Nc1ccc(Cl)cc1Cl	13	-6	1	1	4	-10	4	1	-1
COC(=O)c1ccccc1NC(=O)CSc1nc2c(c(=O)n(C)c(=O)n2C)n1C	4	7	.	6	-8	3	0	.	-2
COC(=O)Cc1c(C)c2ccc(OC(=O)c3ccccc3)cc2oc1=O	6	-17	0	3	-5	1	-4	8	-2
CC(C)(C)C1CCC2(CC1)C(C#N)=C(SCC(=O)NC1CCCCC1)NC(=O)C2C#N (stereo not drawn)	1	-1	2	-21	17	0	4	24	-4
COc1ccc(NC(=O)CN2C(=O)CC(C)(C)S(=O)(=O)c3ccccc32)cc1	1	-3	-2	9	-12	-1	1	19	-1
COc1ccc(-n2c(=O)c3ccccc3n(Cc3ccc(F)cc3)c2=O)cc1OC	6	-19	15	4	-1	0	-3	22	-5
CC(=O)Nc1cc(OC(C)=O)c2nonc2c1OC(C)=O	5	98*	.	11	-12	57*	10	.	2
O=C(Nc1ccc(N2CCOCC2)cc1)Nc1ccc(Cl)c(Cl)c1	2	-29	2	3	-4	6	7	7	-2
COc1ccc(/C=N/NC(=O)C(=O)N2CCN(c3ccccc3OC)CC2)cc1	9	0	0	10	-6	5	5	2	-4
COC(=O)c1cnn2c(C(F)(F)F)cc(-c3ccc(F)cc3)nc12	2	14	-11	7	-9	-3	-3	6	-8
Cc1nn(CCCC(=O)N2CCc3ccccc3C2)c(=O)c2cc3sccc3n12	-2	-21	11	0	-3	-5	4	16	-9
O=c1ccc2ccc(OCc3nnc(-c4ccccc4Br)o3)cc2o1	8	-2	2	-7	6	-7	1	4	-2
COc1c(C(C)C)cc(NC(C)=O)cc1C(C)C	-2	-8	1	6	-3	1	-4	4	-5
O=C(NCc1ccc2c(c1)OCO2)c1ccc2c(c1)C(=O)N(CC1CCCO1)C2=O (stereo not drawn)	-3	-3	-1	1	-6	0	-6	-9	-2

Assay outcomes from PubChem.
